# BH1578 lux ind: inducers of Vibrio cholerae quorum light production without autoinducers; activation, % at 18.7 µM; V. cholerae BH1578 lux reporter, luminescence, 6 h; actives 0.16% (n = 350,000); in the data active = activation mostly above about 9.7%, no sharp cut-off; also: not every result past the cut was called active; inactives centre near 0; reference of the scale not given here
# UGM FP inh: Mtb UDP-galactopyranose mutase inhibition; actives 0.06% (n = 320,000); AID 504406; purified UGM, fluorescence polarization probe displacement; inhibition, % at 10 µM; in the data active = inhibition above about 10%, passing the limit was not always enough
# Target sequence (P9WIQ1 whole entry, looked up): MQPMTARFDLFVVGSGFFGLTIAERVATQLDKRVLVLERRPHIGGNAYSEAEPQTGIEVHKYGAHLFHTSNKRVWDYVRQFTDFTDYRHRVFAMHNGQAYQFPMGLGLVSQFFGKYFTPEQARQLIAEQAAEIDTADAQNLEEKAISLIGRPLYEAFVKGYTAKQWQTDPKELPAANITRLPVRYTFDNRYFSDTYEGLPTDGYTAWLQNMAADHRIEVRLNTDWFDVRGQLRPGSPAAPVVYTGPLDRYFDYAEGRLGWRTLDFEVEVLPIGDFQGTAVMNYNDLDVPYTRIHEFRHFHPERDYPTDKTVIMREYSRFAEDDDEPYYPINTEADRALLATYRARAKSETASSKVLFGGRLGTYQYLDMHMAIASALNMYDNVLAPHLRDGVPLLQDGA
# Rv3671c protease: inhibitors of M. tuberculosis serine protease Rv3671c | P9WHR9 | inhibition, % at 5.96 µM | actives 0.048% (n = 320,000) | AID 2606; in the data active = inhibition above about 38%;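 also: extracellular domain of Rv3671c used as enzyme; 0% = enzyme with DMSO and 100% = no enzyme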
# DUSP3 inh: DUSP3 (human) phosphatase inhibition; recombinant VHR phosphatase, pNPP absorbance; actives 0.52% (n = 290,000); P51452; AID 1654; inhibition, % at 13.3 µM; in the data active = inhibition above about 50%; also: some compounds called inactive have numbers as strong as hits
# Target sequence (P51452 whole entry, looked up): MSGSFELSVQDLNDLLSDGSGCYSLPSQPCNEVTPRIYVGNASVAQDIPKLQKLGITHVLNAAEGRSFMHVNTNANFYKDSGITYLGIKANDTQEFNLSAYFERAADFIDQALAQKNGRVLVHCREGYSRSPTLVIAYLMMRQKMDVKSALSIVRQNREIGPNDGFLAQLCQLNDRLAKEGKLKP
# 3CLpro inhibitor: SARS-CoV 3CLpro protease inhibition; P0C6X7; recombinant SARS-CoV 3CLpro, quenched FRET peptide cleavage; actives 0.14% (n = 290,000); inhibition, % at 6 µM; in the data active = inhibition above about 12%
# Mtb FBA inh: Mtb fructose-bisphosphate aldolase inhibition | P9WQA3 | purified M. tuberculosis FBA, fluorescence read-out | inhibition, % at 1 µM | actives 2.3% (n = 360,000) | AID 588726; in the data active = inhibition above about 27%;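 also: 0% = vehicle and 100% = reference inhibitor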
# Target sequence (P9WQA3 whole entry, looked up): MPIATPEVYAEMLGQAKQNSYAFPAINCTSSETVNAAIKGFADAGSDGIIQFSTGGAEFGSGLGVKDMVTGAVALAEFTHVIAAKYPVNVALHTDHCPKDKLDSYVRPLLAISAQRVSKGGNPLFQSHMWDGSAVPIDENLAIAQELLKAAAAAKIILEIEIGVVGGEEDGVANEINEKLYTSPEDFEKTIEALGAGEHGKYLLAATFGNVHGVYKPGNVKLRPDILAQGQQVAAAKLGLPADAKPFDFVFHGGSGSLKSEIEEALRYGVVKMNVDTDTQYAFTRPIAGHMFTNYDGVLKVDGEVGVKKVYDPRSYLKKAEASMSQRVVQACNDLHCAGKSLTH
# GDH-TPI counter: GDH-TPI coupled enzyme inhibition counter-screen; GDH-TPI coupled enzyme counterscreen, NADH absorbance; inhibition, % at 4.8 µM; actives 1.2% (n = 360,000); AID 588335; in the data active = inhibition above about 30%;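 also: 0% = DMSO wells and 100% = wells lacking the enzyme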
# SSB-PriA inh: K. pneumoniae PriA-SSBct interaction inhibition. AlphaScreen SSBct-PriA binding, biotinylated peptide. inhibition, % at 33 µM. actives 0.6% (n = 430,000). AID 1272365; in the data active = inhibition mostly above about 37%, no sharp cut-off; inactive = mostly below about 20%;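 also: plate controls were negative control peptide for no effect and reference peptide for full effect; strong numbers were not always called active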
# MazEF act: activators of E. coli MazEF toxin-antitoxin RNase; FAM/BHQ RNA-DNA oligo cleavage fluorescence, 5 h; activation, % at 20 µM; actives 0.32% (n = 350,000); in the data active = activation above about 50%
# Target sequence (P0AE70 whole entry, looked up): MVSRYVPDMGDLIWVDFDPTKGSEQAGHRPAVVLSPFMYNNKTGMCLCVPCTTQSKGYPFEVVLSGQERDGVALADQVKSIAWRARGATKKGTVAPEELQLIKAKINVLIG
# Mtb BioA inh: inhibitors of Mycobacterium tuberculosis BioA enzyme; purified M. tuberculosis BioA enzyme, plate reader; AID 602481; inhibition, % at 9.99 µM; actives 0.096% (n = 360,000); in the data active = inhibition above about 40%
# The depositor's hits bear a star; i = inactive; . = no result given. These rows are one share of the data. The share of hits here may be higher or lower than overall.
# The first 4 records (preview)
item	smiles	BH1578 lux ind	UGM FP inh	Rv3671c protease	DUSP3 inh	3CLpro inhibitor
1	C=CCn1c(SCC(=O)Nc2ccc3c(c2)OCO3)nnc1-c1ccccc1OC	-1.0	-1.6	3	8	2
2	CCCc1nnc(SCC(=O)N2CCOCC2)n1Cc1ccco1	i	-2.2	-8	-15	-9
3	CCN1CCN(C(=O)C(=O)c2cn(CC(=O)N(CC)CC)c3ccccc23)CC1	-0.3	0.5	7	6	7
4	Cc1ccc(NC(=O)c2ncn(CCCNCCCN3CCCC3=O)n2)cc1C	i	.	.	.	.

item	Mtb FBA inh	GDH-TPI counter	SSB-PriA inh	MazEF act	Mtb BioA inh
1	1	15	7	5	1.7
2	0	4	0	1	-4.9
3	-1	9	-7	-4	-1.8
4	2	-3	-6	-4	-0.3

# Main list, repeating the preview:
item	smiles	BH1578 lux ind	UGM FP inh	Rv3671c protease	DUSP3 inh	3CLpro inhibitor
1	C=CCn1c(SCC(=O)Nc2ccc3c(c2)OCO3)nnc1-c1ccccc1OC	-1.0	-1.6	3	8	2
2	CCCc1nnc(SCC(=O)N2CCOCC2)n1Cc1ccco1	i	-2.2	-8	-15	-9
3	CCN1CCN(C(=O)C(=O)c2cn(CC(=O)N(CC)CC)c3ccccc23)CC1	-0.3	0.5	7	6	7
4	Cc1ccc(NC(=O)c2ncn(CCCNCCCN3CCCC3=O)n2)cc1C	i	.	.	.	.
5	Cc1occc1C(=O)NNC(=O)CN1C(=O)NC2(CCCCC2)C1=O	i	.	.	.	.
6	COc1ccc(CCc2nnc(CCC(=O)NCc3cnn(-c4ccccc4C)c3)o2)cc1	.	-4.6	-8	5	2
7	CC1CCN(C(=O)C2CCN(S(=O)(=O)c3ccc4c(c3)CC(C)N4C(=O)C3CC3)CC2)CC1 (configuration not stated)	-0.2	0.2	2	8	-3
8	NC(=O)C1CCN(C(=O)c2ccc(NS(=O)(=O)c3ccc(F)cc3)cc2)CC1	-0.4	-2.6	9	.	.

item	Mtb FBA inh	GDH-TPI counter	SSB-PriA inh	MazEF act	Mtb BioA inh
1	1	15	7	5	1.7
2	0	4	0	1	-4.9
3	-1	9	-7	-4	-1.8
4	2	-3	-6	-4	-0.3
5	6	0	-4	-4	-0.3
6	0	-2	-13	0	.
7	-1	6	-10	2	-0.1
8	-1	16	-2	7	0.1

# Next results follow.
item	smiles	BH1578 lux ind	UGM FP inh	Rv3671c protease	DUSP3 inh	3CLpro inhibitor
9	COc1cccc(CN2CCNC(=O)C2CC(=O)NCC(C)(C)N2CCOCC2)c1OC (configuration not stated)	0.0	-1.4	7	15	8
10	COc1ccccc1CNC(=O)C(=O)c1cn(CC(=O)N2CCCCC2)c2ccccc12	-0.3	.	.	.	.
11	Cc1ccccc1COC(=O)CCCC1=NS(=O)(=O)c2ccccc2N1	i	2.7	0	-4	-1
12	Cc1ccc(C(=O)C[n+]2ccc(Cc3ccccc3)cc2)cc1	-1.6	-4.8	-14	27	1
13	CCOC(=O)c1sc(-c2ccc(F)cc2)cc1NC(=O)Nc1ccccc1OC	-0.3	-0.4	0	33	-1
14	Cc1ccc(C(=O)C2Oc3ccccc3C3CC(c4ccc(C)cc4)=NN23)cc1 (configuration not stated)	-0.4	1.5	8	6	1
15	COCCn1cnnc1SCC(=O)Nc1cccc(S(=O)(=O)N2CCCCCC2)c1	-0.6	0.1	-11	4	-4
16	CCOC(=O)C(C)n1ncn2cccc2c1=O (configuration not stated)	0.0	1.9	4	10	-4

item	Mtb FBA inh	GDH-TPI counter	SSB-PriA inh	MazEF act	Mtb BioA inh
9	0	4	-4	0	-1.2
10	3	11	.	7	-1.0
11	0	-10	-3	-3	5.6
12	4	1	4	9	.
13	-1	3	-6	2	.
14	1	20	0	-14	-3.1
15	1	-4	-1	4	-1.1
16	0	9	-17	-9	0.2

# Carrying on:
item	smiles	BH1578 lux ind	UGM FP inh	Rv3671c protease	DUSP3 inh	3CLpro inhibitor
17	O=C(CN1C(=O)CC(c2ccco2)Sc2ccccc21)NCC1CCCO1 (configuration not stated)	-0.7	-1.8	-2	0	-3
18	Cc1ccccc1N1C(=O)C(Cl)=C(N2CCCCCC2)C1=O	-0.5	-3.0	-11	-11	-2
19	CCCc1cnc(N2CCN(C(=O)c3ccccc3)CC2)nc1	-0.5	1.4	-1	-13	2
20	CCOC(=O)NC(CC(=O)O)c1ccc(OC)cc1 (configuration not stated)	-0.5	-1.6	-5	17	-1
21	Cc1ccc(-c2noc(CC(=O)c3ccc([N+](=O)[O-])cc3)n2)cc1	-1.0	.	.	.	.
22	CC(C)CCN1C(=O)c2ccc(C(=O)NCc3ccccn3)cc2C1=O	i	-1.0	-2	.	.
23	COc1c(Cl)cc(Cl)cc1CNCc1ccccc1	-0.3	-1.1	7	6	1
24	CCC1CCC(c2nnc(-c3ccc(Br)cc3)o2)CC1 (configuration not stated)	-0.4	1.0	3	-10	-1

item	Mtb FBA inh	GDH-TPI counter	SSB-PriA inh	MazEF act	Mtb BioA inh
17	1	4	5	-6	0.6
18	-7	-2	-73	0	-1.8
19	4	-6	3	4	1.8
20	2	1	-9	4	-0.8
21	5	10	12	4	.
22	3	4	-12	3	2.3
23	-1	12	-28	-3	.
24	0	7	6	-2	.

# The listing continues.
item	smiles	BH1578 lux ind	UGM FP inh	Rv3671c protease	DUSP3 inh	3CLpro inhibitor
25	COc1cccc(CN(C)C(=O)CSc2nc3ccccc3[nH]2)c1OC	-0.3	-0.5	-7	-7	-2
26	C[n+]1cccc(/C=N/Nc2nc(Cl)c(C#N)c(Cl)c2Cl)c1	-0.7	-1.2	15	5	-6
27	CC(C)(C)OC(=O)N1CCC[C@H]1C(=O)Nc1ccc(Br)cc1	-8.3	-0.5	-3	.	0
28	CC(NC(=O)Nc1ccccc1Cl)c1ccc2c(c1)OCO2 (configuration not stated)	0.6	1.1	-3	27	9
29	Cc1ccc(SCCC(=O)OCC(=O)Nc2ccc(S(N)(=O)=O)cc2)cc1	i	1.1	-10	-19	-1
30	COc1ccc(/C=C/C(=O)N[C@H](C(=O)O)C(C)C)cc1	-0.2	1.8	-2	11	3
31	Cc1ccc(C)c(N2N=C(C(=O)Nc3ccccc3N3CCCC3)CCC2=O)c1	0.1	2.4	-1	5	-4
32	CN(CCNC(=O)CCNC(=O)Cn1ccc2ccccc2c1=O)Cc1ccccc1	i	1.1	4	22	2

item	Mtb FBA inh	GDH-TPI counter	SSB-PriA inh	MazEF act	Mtb BioA inh
25	4	2	-4	3	5.9
26	-5	15	i	7	1.3
27	1	-8	-2	-6	1.5
28	1	-1	-4	8	9.7
29	0	5	-2	1	9.4
30	-2	6	-14	3	.
31	3	12	27	-2	-0.8
32	4	6	-2	9	-0.5

# Quoted at random: 4 entries already listed.
item	smiles	BH1578 lux ind	UGM FP inh	Rv3671c protease	DUSP3 inh	3CLpro inhibitor
11	Cc1ccccc1COC(=O)CCCC1=NS(=O)(=O)c2ccccc2N1	i	2.7	0	-4	-1
12	Cc1ccc(C(=O)C[n+]2ccc(Cc3ccccc3)cc2)cc1	-1.6	-4.8	-14	27	1
14	Cc1ccc(C(=O)C2Oc3ccccc3C3CC(c4ccc(C)cc4)=NN23)cc1 (configuration not stated)	-0.4	1.5	8	6	1
6	COc1ccc(CCc2nnc(CCC(=O)NCc3cnn(-c4ccccc4C)c3)o2)cc1	.	-4.6	-8	5	2

item	Mtb FBA inh	GDH-TPI counter	SSB-PriA inh	MazEF act	Mtb BioA inh
11	0	-10	-3	-3	5.6
12	4	1	4	9	.
14	1	20	0	-14	-3.1
6	0	-2	-13	0	.

# (cont.)
item	smiles	BH1578 lux ind	UGM FP inh	Rv3671c protease	DUSP3 inh	3CLpro inhibitor
33	CC(=O)N=c1ncn(CC(COC(C)=O)OC(C)=O)c2nc[nH]c12 (configuration not stated)	-0.6	4.6	-12	7	-4
34	O=C(Nc1cccc(F)c1)NC1CCCCC1	i	0.9	4	19	-3
35	CCOC(=O)N1CCN(C(=O)CSCC(=O)Nc2nc(-c3cccs3)cs2)CC1	2.9	0.9	-4	9	6
36	O=C(O)CSc1nc(C(F)(F)F)cc(=O)n1-c1ccccc1	i	-0.3	-4	5	-1
37	Cc1nn(Cc2nnc(SCC(=O)Nc3cccc(C(F)(F)F)c3)n2C)c(C)c1[N+](=O)[O-]	i	0.3	5	-4	5
38	O=C(NCC(c1ccco1)N1CCCC1)c1sc2cc(F)ccc2c1Cl (configuration not stated)	i	-0.3	-3	.	.
39	NC(=O)NNC1=Nc2cccc3cccc1c23	0.6	0.6	-3	18	-5
40	C=CCc1cccc2cc(C(=O)O)c(=O)oc12	-0.2	0.5	2	8	-1

item	Mtb FBA inh	GDH-TPI counter	SSB-PriA inh	MazEF act	Mtb BioA inh
33	1	3	-8	-1	-1.5
34	-5	-4	-14	3	0.8
35	-1	1	7	-6	-1.5
36	3	1	-22	6	-3.2
37	1	3	-6	11	2.8
38	4	-3	-8	-1	0.0
39	5	7	4	-4	-3.4
40	-1	0	1	7	-0.9

# Next section.
item	smiles	BH1578 lux ind	UGM FP inh	Rv3671c protease	DUSP3 inh	3CLpro inhibitor
41	Cc1c(/C=N/O)sc2ccccc12	i	-1.0	1	5	-1
42	Cc1cccc(NC(=O)CC2c3ccccc3Oc3ccccc32)c1	i	2.4	-1	7	-1
43	O=C(Nc1ccccc1F)c1ccc(Br)o1	-2.8	-0.5	-1	0	-1
44	CCCCN1C(=O)NC(NS(=O)(=O)c2ccc(N)cc2)(C(F)(F)F)C1=O (configuration not stated)	-0.2	1.4	4	-15	-1
45	CC1CCN(S(=O)(=O)c2cccc(C(=O)Oc3ccc([N+](=O)[O-])cc3)c2)CC1	i	-1.2	-7	15	-3
46	Cc1ccc(NC(=O)COC(=O)Cn2c(C)csc2=O)c([N+](=O)[O-])c1	-1.5	-2.7	7	.	.
47	Cc1cc(Cl)ccc1OCC(=O)NCCCN1CCOCC1	-1.0	0.2	0	-18	1
48	CC(=O)N1CCN(C(=O)c2ccc(Oc3ccccc3)cc2)CC1	i	-0.5	-5	16	0

item	Mtb FBA inh	GDH-TPI counter	SSB-PriA inh	MazEF act	Mtb BioA inh
41	3	8	i	6	-0.6
42	0	4	10	7	-1.0
43	6	1	6	10	-3.1
44	-4	-11	3	-4	-0.2
45	0	10	-12	5	.
46	9	13	11	5	30
47	1	-1	-21	7	.
48	3	-6	-6	2	4.6

# (next part)
item	smiles	BH1578 lux ind	UGM FP inh	Rv3671c protease	DUSP3 inh	3CLpro inhibitor
49	Cc1cc(N/N=C/c2ccc(O)cc2O)c2ccccc2n1	0.6	1.5	-8	47	-3
50	Cc1cc2ccccc2n1CCNC(=O)c1cccs1	-0.2	1.7	-4	-2	4
51	COc1ccc(N2CCN(C(=O)c3cc4c(-c5cccc(OC)c5)nn(C)c4s3)CC2)cc1	-0.3	-6.0	7	-8	4
52	O=C(N/N=C/c1ccccn1)C12CC3CC(CC(C3)C1)C2	1.4	0.1	3	14	-3
53	CC1CCC2(CC1)NC(=O)N(Cc1cccc(C(F)(F)F)c1)C2=O (configuration not stated)	-0.5	0.4	0	-4	3
54	CCC(C)NS(=O)(=O)c1ccc(S(=O)(=O)N2CCCC3(CCCCC3)C2)cc1 (configuration not stated)	i	0.3	-14	-6	3
55	CC1CCC(NC(=O)COC(=O)C2=NN(c3ccccc3)C(=O)CC2)CC1 (configuration not stated)	-0.6	.	0	.	.
56	CCc1ccccc1NC(=O)CN1CCC(NC(=O)COC)CC1	1.0	1.2	4	7	-7

item	Mtb FBA inh	GDH-TPI counter	SSB-PriA inh	MazEF act	Mtb BioA inh
49	13	28	.	-18	1.4
50	3	10	17	-15	-1.3
51	2	16	23	0	-0.4
52	-3	-5	.	3	2.6
53	1	0	0	-2	.
54	-1	3	-7	-1	-0.9
55	0	12	-5	3	-4.8
56	0	-2	2	7	1.1

# Assay outcomes deposited in PubChem BioAssay by several laboratories.
